PI4K2A inh = PI4K2A (human) kinase inhibition | 420,000 tested, 0.13% active | purified PI4K2A, ADP-Glo luminescence, 1 h; active compounds read low | AID 1346378 | activity change, negative = inhibition, % at 76.9 µM; in the data active = activity change below about -50%; inconclusive = mostly about -30% to -49%;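 note: -100% = wells without enzyme as full effect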
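ADP-Glo luminescence measured ADP generated by PI4K2A enzyme (4 ug/mL before mixing) with 1.2 mM PI substrate (pre-mix) and 300 microM ATP (pre-mix). Tris pH7.5 buffer with MgCl2, Triton X-100; 1 h reaction at ambient temperature.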
BAZ2B inh = blocks human BAZ2B; Q9UIF8; AlphaScreen BAZ2B-H3K14Ac peptide displacement; 360,000 tested, 4.4% active; Potency, µM (highest dose often 114 µM), inactives show at the highest dose activity change, negative = inhibition, hits mostly inhibitors; AID 504333; note: potency is the fitted concentration of half-maximal effect; % is set by controls: 0 for no effect and ±100 for the full control effect; nearly all actives have a fitted effect of over 60% in size
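Protein-peptide AlphaScreen: BAZ2B 50 nM, b-H3K14Ac 50 nM, 1x PBS pH 7.4 + 0.01% Tween-20. Preincubation 30 min RT; cpd 30 min RT (top 110 uM); beads 20 min RT, light-protected.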
PGK inhibitor = blocks T. brucei phosphoglycerate kinase | P07378 | PGK/GAPDH coupled, Kinase-Glo luminescence, 60 min | Potency, µM (top dose mostly 57.5 µM), for inactives: at the highest dose activity change, negative = inhibition, most hits filed as inhibitors | 380,000 tested, 0.043% active; note: potency is the fitted concentration of half-maximal effect; % is set by controls: 0 for no effect and ±100 for the full control effect; nearly all actives have a fitted effect of over 60% in size
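Luminescent ATP detection (Kinase-Glo Plus) follows a 60-minute room-temperature incubation, with wells lacking PGK as controls. Buffer: 100 mM TEA (pH 7.6), 5 mM MgCl2, 0.01% Tween-20. Coupling enzyme GAPDH (100 nM final) supplies unstable 1,3-BPG in-well.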
GLS inh = glutaminase GLS (human) inhibition; O94925; GLS enzymatic activity, qHTS titration; Potency, µM (highest dose often 45.5 µM), for the others: at the top dose activity change, negative = inhibition, most hits filed as inhibitors; 410,000 tested, 0.21% active; note: potency is the fitted concentration of half-maximal effect; % is set by controls: 0 for no effect and ±100 for the full control effect
Target sequence (O94925 whole entry, looked up): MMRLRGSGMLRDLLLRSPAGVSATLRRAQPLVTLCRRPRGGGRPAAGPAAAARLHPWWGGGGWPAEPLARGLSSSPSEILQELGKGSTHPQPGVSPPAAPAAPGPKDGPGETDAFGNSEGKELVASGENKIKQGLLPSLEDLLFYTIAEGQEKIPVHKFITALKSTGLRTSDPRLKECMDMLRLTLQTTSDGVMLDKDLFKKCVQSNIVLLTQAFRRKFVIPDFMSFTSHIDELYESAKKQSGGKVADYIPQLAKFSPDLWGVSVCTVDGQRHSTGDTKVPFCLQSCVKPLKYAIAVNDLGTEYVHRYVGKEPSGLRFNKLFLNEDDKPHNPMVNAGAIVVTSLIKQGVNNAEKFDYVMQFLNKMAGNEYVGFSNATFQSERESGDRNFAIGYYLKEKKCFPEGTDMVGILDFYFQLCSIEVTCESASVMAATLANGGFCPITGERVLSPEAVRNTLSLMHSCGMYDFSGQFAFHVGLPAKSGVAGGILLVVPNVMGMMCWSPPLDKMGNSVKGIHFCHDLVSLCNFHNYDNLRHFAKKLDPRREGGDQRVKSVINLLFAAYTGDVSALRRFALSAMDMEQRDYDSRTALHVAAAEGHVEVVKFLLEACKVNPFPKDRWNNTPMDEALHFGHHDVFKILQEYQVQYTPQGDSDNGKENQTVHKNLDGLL
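Compounds were pin-transferred onto hKGA, after which L-glutamine (1 mM solution) and a detection mix of glutamate oxidase, HRP and Amplex Red were added. Initial and 30 min RT fluorescence reads were collected.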
JMJD2A Tudor = inhibitors of human JMJD2A Tudor domain | AlphaScreen JMJD2A-Tudor / H3K4me3 peptide binding | AID 504339 | Potency, µM (doses to about 114 µM), for inactives: top-dose activity change, negative = inhibition, actives largely listed as inhibitors | 390,000 tested, 4.4% active; note: potency is the fitted concentration of half-maximal effect; % is set by controls: 0 for no effect and ±100 for the full control effect; nearly all actives have a fitted effect of over 50% in size
HP1b binding inh = HP1-beta chromodomain-methylated histone interaction inhibition | P83916 | AlphaScreen HP1-beta / biotin-H3K9me3 peptide binding | Potency, µM (doses to about 114 µM), for inactives: top-dose activity change, negative = inhibition, hits mostly inhibitors | 390,000 tested, 0.56% active | AID 540317; note: potency is the fitted concentration of half-maximal effect; nearly all actives have a fitted effect of over 70% in size; inactives centre near 23
Target sequence (P83916 whole entry, looked up): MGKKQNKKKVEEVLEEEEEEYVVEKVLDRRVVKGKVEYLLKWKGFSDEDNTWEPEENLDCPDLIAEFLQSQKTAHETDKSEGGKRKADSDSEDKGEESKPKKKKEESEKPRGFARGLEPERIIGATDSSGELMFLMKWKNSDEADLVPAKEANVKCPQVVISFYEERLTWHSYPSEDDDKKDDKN
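AlphaScreen: HP1-beta (50 nM) preformed 30 min with biotin-H3(1-18)K9me3 peptide (50 nM) in PBS pH 7.4, 0.01% Tween-20. Compound added for 30 min at RT, then streptavidin donor/nickel chelate acceptor beads (10 ug/mL) for 30 min.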
ERG Ets-DNA blk = ERG Ets/DNA interaction inhibition | P11308 | fluorescence polarization, His-ERG Ets domain / labelled DNA | Potency, µM (highest dose often 76.9 µM), for the others: at the top dose FP activity, negative = inhibition, most hits filed as inhibitors | 370,000 tested, 0.028% active; active = well fitted inhibition curve with a large enough effect in the polarisation, with a control signal flat; inconclusive = small, poorly fitted or top-dose-only effect, or effect the other way, or a change in a side signal; inactive = no such curve, though single readings can be large or run the other way; the % refers to the polarisation;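 note: polarization taken with two DNA probes labelled with fluorescein and Texas red; potency is the fitted concentration of half-maximal effect; % of control where 0% means no effect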
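His-tagged ERG Ets domain (1 uM in the protein solution; 300mM KCl, 50mM Tris-HCl, 1mM EDTA, 1mM DTT, pH 7.5) received compound, then a probe mix of 5 nM fluorescein-DNA and 100nM Texas-615-DNA. Fluorescence polarization was read for both dyes.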
G9a block = inhibitors of human histone lysine methyltransferase G9a; Q96KQ7; Potency, µM (doses to about 102 µM), without a hit: top-dose activity, negative = inhibition, actives largely listed as inhibitors; G9a H3K9 monomethylation, AlphaScreen, 2 h; 350,000 tested, 8.8% active; note: potency is the fitted concentration of half-maximal effect; % is set by controls: 0 for no effect and ±100 for the full control effect; nearly all actives have a fitted effect of over 75% in size
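Using a bead-based AlphaScreen, monomethylated H3K9 product from 2 h room-temperature reactions (G9a 20 nM, peptide 500 nM, SAM 20 uM) was detected with 0.5 ug/mL rabbit anti-H3K9me1 antibody.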
Pin1 inhibitor = blocks the human prolyl isomerase Pin1; Q13526; Pin1 FP peptide displacement, HiFluor488, 10 min; Potency, µM (top dose mostly 115 µM), for inactives: top-dose activity, negative = inhibition, most hits filed as inhibitors; 390,000 tested, 0.009% active; AID 504891; active = well fitted inhibition curve with a large enough effect in the polarisation, with a control signal flat, not every such curve was filed as active; inconclusive = small, poorly fitted or top-dose-only effect, or effect the other way, or a change in a side signal; inactive = no such curve, though single readings can be large or run the other way; the % refers to the polarisation; note: potency is the fitted concentration of half-maximal effect; % is set by controls: 0 for no effect and ±100 for the full control effect
Target sequence (Q13526 whole entry, looked up): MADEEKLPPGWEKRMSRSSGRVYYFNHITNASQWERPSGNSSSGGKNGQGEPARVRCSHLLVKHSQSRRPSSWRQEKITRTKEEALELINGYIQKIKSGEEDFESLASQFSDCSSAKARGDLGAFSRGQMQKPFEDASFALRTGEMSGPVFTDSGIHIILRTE
The depositor's hits bear a star; [ ] = dose if it differs, or a comment. Unless noted, calls come from the whole dose curve; as a rule, active = well fitted curve in the direction sought with a large enough effect; inconclusive = small, poorly fitted or top-dose-only effect, or another doubt; inactive = no such curve, though single readings can be large; an effect the other way counts as inactive or inconclusive. Compounds as they come; any-hit rate near 11%.

A first look, three compounds:
Results for O=C(c1cn[nH]c1)c1cc(F)ccc1O ?
PI4K2A inh: 2; BAZ2B inh: -6%; PGK inhibitor: -1%; GLS inh: 22%; JMJD2A Tudor: -19%; HP1b binding inh: 22%; ERG Ets-DNA blk: 6%; G9a block: 23%[59 µM]; Pin1 inhibitor: 0%

How did O=C(O)c1ccc(-c2noc(-c3ccc(F)cc3)n2)cc1 do in these assays?
PI4K2A inh: -7; PGK inhibitor: -21%; GLS inh: 1%; JMJD2A Tudor: -4%; HP1b binding inh: 21%; Pin1 inhibitor: -2%

What do the screens show for `Cc1ccccc1N1CCN(S(=O)(=O)c2nnc(NC(=O)c3ccc(C(C)C)cc3)s2)CC1`?
PI4K2A inh: 4; BAZ2B inh: -29%; PGK inhibitor: -7%; GLS inh: -2%; JMJD2A Tudor: -34%; HP1b binding inh: -31%; ERG Ets-DNA blk: -1%; G9a block: inconclusive; Pin1 inhibitor: 4%

The listing, repeating the preview:
Results for O=C(c1cn[nH]c1)c1cc(F)ccc1O ?
PI4K2A inh: 2; BAZ2B inh: -6%; PGK inhibitor: -1%; GLS inh: 22%; JMJD2A Tudor: -19%; HP1b binding inh: 22%; ERG Ets-DNA blk: 6%; G9a block: 23%[59 µM]; Pin1 inhibitor: 0%

How did O=C(O)c1ccc(-c2noc(-c3ccc(F)cc3)n2)cc1 do in these assays?
PI4K2A inh: -7; PGK inhibitor: -21%; GLS inh: 1%; JMJD2A Tudor: -4%; HP1b binding inh: 21%; Pin1 inhibitor: -2%

What do the screens show for `Cc1ccccc1N1CCN(S(=O)(=O)c2nnc(NC(=O)c3ccc(C(C)C)cc3)s2)CC1`?
PI4K2A inh: 4; BAZ2B inh: -29%; PGK inhibitor: -7%; GLS inh: -2%; JMJD2A Tudor: -34%; HP1b binding inh: -31%; ERG Ets-DNA blk: -1%; G9a block: inconclusive; Pin1 inhibitor: 4%

How did COc1cccc(CNC(=O)Cn2c(=O)c3cccn3c3ccccc32)c1 do in these assays?
PI4K2A inh: -2; BAZ2B inh: -15%; PGK inhibitor: -6%; GLS inh: 2%; JMJD2A Tudor: -10%; HP1b binding inh: 24%; ERG Ets-DNA blk: -3%; G9a block: 2%; Pin1 inhibitor: 2%

What do the screens show for `CCOC(=O)C1CCCN(c2c(NCCc3ccc(C)cc3)c(=O)c2=O)C1` (centres undefined)?
PI4K2A inh: 2; BAZ2B inh: -10%; PGK inhibitor: 0%; GLS inh: 0%; JMJD2A Tudor: -16%; HP1b binding inh: -7%; ERG Ets-DNA blk: -3%; G9a block: -4%; Pin1 inhibitor: -2%

How did Cc1ccc(N(C(=O)c2ccc(CN3CCOCC3)o2)C(C(=O)NCCC(C)C)c2cccs2)c(C)c1 (centres undefined) do in these assays?
PI4K2A inh: 3; BAZ2B inh: -32%; PGK inhibitor: -2%; GLS inh: 6%; JMJD2A Tudor: -1%; HP1b binding inh: 17%; ERG Ets-DNA blk: 2%; G9a block: 5%[59 µM]; Pin1 inhibitor: 1%

How did COc1ccccc1NC(=S)NC1CCCCCCCCCCC1 do in these assays?
PI4K2A inh: -1; BAZ2B inh: -4%; PGK inhibitor: 0%; GLS inh: 1%; JMJD2A Tudor: -17%; HP1b binding inh: 42%[activator]; ERG Ets-DNA blk: 11%; G9a block: inconclusive; Pin1 inhibitor: 0%

How did CCOc1ccc(NC(=O)CSc2cn(CC(=O)N3CCCCCC3)c3ccccc23)cc1 do in these assays?
PI4K2A inh: -1; BAZ2B inh: -19%; PGK inhibitor: 2%; GLS inh: -2%; JMJD2A Tudor: -14%; HP1b binding inh: 24%; ERG Ets-DNA blk: -5%; G9a block: -34%[59 µM]; Pin1 inhibitor: 12%

Results for CC(C)[C@H](NC(=O)c1cccc(S(=O)(=O)N2CCCC2)c1)c1nc2ccccc2[nH]1 ?
PI4K2A inh: -16; BAZ2B inh: 10%; PGK inhibitor: 9%; GLS inh: 1%; JMJD2A Tudor: -4%; HP1b binding inh: 24%; ERG Ets-DNA blk: -13%; G9a block: -25%[59 µM]; Pin1 inhibitor: 3%

What do the screens show for `O=c1c2cnn(-c3ccccc3)c2ncn1Cc1cccnc1`?
PI4K2A inh: -10; BAZ2B inh: 1%; PGK inhibitor: -1%; GLS inh: 4%; JMJD2A Tudor: -18%; HP1b binding inh: 11%; ERG Ets-DNA blk: -4%; G9a block: 61%[activator][59 µM]; Pin1 inhibitor: 2%

How did CC(=O)c1cccc(NC(=O)CN(Cc2ccccc2)S(C)(=O)=O)c1 do in these assays?
PI4K2A inh: 5; BAZ2B inh: 1%; PGK inhibitor: -9%; GLS inh: 6%; JMJD2A Tudor: -5%; HP1b binding inh: 17%; ERG Ets-DNA blk: -6%; G9a block: 8%[59 µM]; Pin1 inhibitor: 6%

Results for Cc1ccc(O)c(-c2[nH]ncc2C(=O)c2ccc(Br)cc2)c1 ?
PI4K2A inh: 1; BAZ2B inh: -38%; PGK inhibitor: inactive; GLS inh: 10%; JMJD2A Tudor: -22%; HP1b binding inh: 22%; ERG Ets-DNA blk: 12%; G9a block: 13%[2.33 µM]; Pin1 inhibitor: -2%

What do the screens show for `C=C(C)COc1ccc(-c2n[nH]c(C)c2-c2ccc(Br)cc2)c(O)c1`?
PI4K2A inh: -4; BAZ2B inh: 1%; PGK inhibitor: inactive[11.5 µM]; GLS inh: 8%; JMJD2A Tudor: -18%; HP1b binding inh: 21%; G9a block: 101%[activator][59 µM]; Pin1 inhibitor: 0%

Results for CCc1c(O)c(-c2ccccc2)c(=O)n(-c2ccccn2)c1-c1ccccc1 ?
PI4K2A inh: -1; BAZ2B inh: -1%; PGK inhibitor: 6%; GLS inh: 8%; JMJD2A Tudor: 9%; HP1b binding inh: 19%; ERG Ets-DNA blk: -2%; Pin1 inhibitor: 6%

How did COc1ccc(NC(=O)NC2(C(=O)N3CCCC(C)C3)CCCCC2)cc1 (centres undefined) do in these assays?
PI4K2A inh: -4; BAZ2B inh: -14%; PGK inhibitor: -2%; GLS inh: 1%; JMJD2A Tudor: 5%; HP1b binding inh: 24%; ERG Ets-DNA blk: -2%; G9a block: 2%; Pin1 inhibitor: 2%

How did CC(NS(=O)(=O)c1ccccc1)C1CC2CCC1C2 (centres undefined) do in these assays?
PI4K2A inh: -2; PGK inhibitor: -5%; GLS inh: -13%; JMJD2A Tudor: 5%; HP1b binding inh: 38%; ERG Ets-DNA blk: 13%; Pin1 inhibitor: -8%

What do the screens show for `Cc1cccc(NC(=O)C2CCCN(c3ncnc4c3nc3n4CCCCC3)C2)n1` (centres undefined)?
PI4K2A inh: -2; BAZ2B inh: 2%; PGK inhibitor: 5%; GLS inh: -1%; JMJD2A Tudor: -17%; HP1b binding inh: 32%; ERG Ets-DNA blk: -6%; G9a block: -7%; Pin1 inhibitor: -8%

Results for CC(Oc1ccc(C(=O)NC2CCCCC2)cc1)C(=O)O (centres undefined) ?
PI4K2A inh: -4; BAZ2B inh: -19%; PGK inhibitor: -5%; GLS inh: -1%; JMJD2A Tudor: -12%; HP1b binding inh: 34%; ERG Ets-DNA blk: 5%; G9a block: -24%[59 µM]; Pin1 inhibitor: inconclusive

Results for COc1ccc(-c2noc(-c3ccc(N4CCCC4)c([N+](=O)[O-])c3)n2)cc1 ?
PI4K2A inh: -9; BAZ2B inh: -31%; PGK inhibitor: -11%; GLS inh: 3%; JMJD2A Tudor: 3%; HP1b binding inh: 63%[activator]; ERG Ets-DNA blk: -1%; G9a block: -19%[59 µM]; Pin1 inhibitor: -1%

What do the screens show for `COC(=O)c1[nH]c2ccc(C)cc2c1NS(=O)(=O)c1ccc(F)c(C)c1`?
PI4K2A inh: 0; BAZ2B inh: -3%; PGK inhibitor: inactive; GLS inh: inconclusive; JMJD2A Tudor: -20%; HP1b binding inh: 50%[activator]; ERG Ets-DNA blk: 7%; G9a block: 7%[12.7 µM]; Pin1 inhibitor: 9%

What do the screens show for `CCC(NC(=O)c1ccccc1NC(=O)c1ccco1)C(=O)O` (centres undefined)?
PI4K2A inh: 3; BAZ2B inh: 12%; PGK inhibitor: -3%; GLS inh: -12%; JMJD2A Tudor: -1%; HP1b binding inh: 57%[activator]; ERG Ets-DNA blk: 10%; G9a block: inconclusive; Pin1 inhibitor: 6%

How did CCN(CC)C(=O)N1CCN(S(=O)(=O)c2ccc(C)c(C)c2)CC1 do in these assays?
PI4K2A inh: 3; BAZ2B inh: -1%; PGK inhibitor: -2%; GLS inh: 1%; JMJD2A Tudor: -18%; HP1b binding inh: 32%; ERG Ets-DNA blk: 2%; G9a block: -4%[59 µM]; Pin1 inhibitor: 1%

Results for Cn1c(=O)c2c(c3ccccc31)OC(C)(C)CC2 ?
PI4K2A inh: 0; BAZ2B inh: -25%; PGK inhibitor: -4%; GLS inh: -13%; JMJD2A Tudor: -20%; HP1b binding inh: 22%; ERG Ets-DNA blk: -2%; G9a block: -44%[59 µM]; Pin1 inhibitor: 2%

Assay outcomes as filed in PubChem.
